Screens from PubChem BioAssay.
GALR2 antag = antagonists of human galanin receptor 2 (GALR2). O43603. GALR2-expressing cells, antagonist mode. inhibition, % at 4 µM. 0.39% of 140,000 active; in the data active = inhibition above about 27%;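 note: cells stimulated with galanin 1-16 at roughly its EC80; 0% = agonist challenge control and 100% = basal control without agonist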
Target sequence (O43603 whole entry, looked up): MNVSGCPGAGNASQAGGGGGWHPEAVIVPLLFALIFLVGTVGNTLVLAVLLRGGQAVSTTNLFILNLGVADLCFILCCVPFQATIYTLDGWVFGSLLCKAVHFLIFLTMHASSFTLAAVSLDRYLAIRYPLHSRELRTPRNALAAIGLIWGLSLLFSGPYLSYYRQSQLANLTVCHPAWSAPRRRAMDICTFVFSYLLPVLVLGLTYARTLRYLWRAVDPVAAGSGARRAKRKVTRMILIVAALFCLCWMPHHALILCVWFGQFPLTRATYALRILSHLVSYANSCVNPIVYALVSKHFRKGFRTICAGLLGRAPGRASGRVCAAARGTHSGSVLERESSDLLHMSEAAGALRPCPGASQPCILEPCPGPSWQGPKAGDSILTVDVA
NPY-Y2 antag = blocks the human neuropeptide Y Y2 receptor. P49146. NPY-Y2 expressing cells, antagonist mode. inhibition, % at 2.7 µM. 0.99% of 140,000 active. AID 793; in the data active = inhibition above about 17%;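 note: 0% = vehicle with agonist challenge and 100% = reference antagonist with challenge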
Target sequence (P49146 whole entry, looked up): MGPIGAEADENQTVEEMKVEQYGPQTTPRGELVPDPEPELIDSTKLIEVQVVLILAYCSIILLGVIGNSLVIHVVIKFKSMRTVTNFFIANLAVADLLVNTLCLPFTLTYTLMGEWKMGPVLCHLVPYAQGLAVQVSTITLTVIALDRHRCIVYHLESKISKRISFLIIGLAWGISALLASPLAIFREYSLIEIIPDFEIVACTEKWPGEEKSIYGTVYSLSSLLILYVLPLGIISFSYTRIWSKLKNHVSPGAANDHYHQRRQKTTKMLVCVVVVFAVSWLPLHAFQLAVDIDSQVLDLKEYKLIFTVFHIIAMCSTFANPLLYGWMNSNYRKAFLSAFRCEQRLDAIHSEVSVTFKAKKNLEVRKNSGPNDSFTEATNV
Phagocytosis inh = blocks phagocytosis by macrophages. AID 1029. 0.07% of 110,000 active. J774A.1 macrophage IgG-bead phagocytosis, imaging. inhibition, % at 5 µM;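 active = inhibition above the mean of the plate negative controls plus 5 SD, cut at about 13% in these data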;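 note: phagocytic index as fraction of beads internalized from green versus red external bead signal; plate controls were DMSO negative control for no effect and cytochalasin-D positive control for full effect; some results beyond the cut were filed as inactive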
Yeast lifespan up = yeast lifespan extension. S. cerevisiae growth with nicotinamide, OD615; deaD strain in restrictive glucose medium. inhibition of the nicotinamide effect, % at 10 µM. 0.68% of 130,000 active. AID 775;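 active = inhibition above a set limit, placed 3 SD over the median of all compounds, cut at about 26% in these data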;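 note: 0% = nicotinamide-treated wells and 100% = cells grown without nicotinamide; some compounds called inactive have numbers as strong as hits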
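Measured by: optical density (absorbance) at 615 nm; System: modified budding yeast, DeaD strain; Medium: restrictive CSMM-D dextrose medium; Timing: 4 h preincubation then 48 h treatment at 30 °C.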
MRP-1 activ = activates MRP-1. H69AR cells + doxorubicin, viability rescue, CellTiter-Glo. viability increase, % at 10 µM. 0.61% of 140,000 active;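 active = viability gain under doxorubicin at or above a set limit, the compound median plus 3 SD, cut at about 4.7% in these data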;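 note: MRP-1 overexpressing cells given doxorubicin 25 µM after compound pretreatment; 18-22 h compound pretreatment then 72 h with doxorubicin before readout; 0% = doxorubicin-only wells and 100% = vehicle-treated cells without doxorubicin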
BB579 growth dn = reduces growth of yeast BB579 in restrictive medium; 0.51% of 140,000 active; AID 804; inhibition, % at 10 µM; S. cerevisiae BB579 growth, OD615, 48 h;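 active = inhibition above a set limit, 3 SD over the mean compound inhibition, cut at about 44% in these data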; note: inactives centre near -24
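test system = yeast BB579 (DeaD) | buffer or medium = restrictive CSMM-D medium | doses = single compound dose of 10 µM, 0.25% DMSO final | times = 4 h preincubation and 48 h exposure at 30 °C | technique = culture absorbance at 615 nm | benchmarks = amphotericin B 10 µg/mL, positive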
Measles CPE = protection of cells from measles virus | Measles virus-infected cells, CPE protection, absorbance | protection (pct of control), % at 4 µM | 1.5% of 140,000 active; in the data active = protection mostly above about 24%, no sharp cut-off; inactive = mostly below about 26%; note: some compounds called inactive have numbers as strong as hits
E-sel TNF inh = TNF alpha driven E-selectin expression inhibition. HUVEC TNFa-induced E-selectin immunofluorescence, high content. 0.71% of 120,000 active. inhibition, % at 2 µM;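 active = inhibition above the batch mean plus 3 SD, and confirmed as a hit on visual image review, cut at about 43% in these data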;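 note: 0% = TNF-stimulated DMSO wells and 100% = unstimulated control wells; not every result past the cut was called active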
PTEN del growth = PTEN-deleted cell growth suppression; HCT116 PTEN-null viability, CellTiter-Glo, 60 h; stronger effect = lower value; viability, % at 10 µM; 1.2% of 140,000 active;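 active = viability at or below a set limit, 4 SD under the median of all tested compounds, cut at about 3.7% in these data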;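 note: PTEN knockout HCT116 line with beta catenin targeted HCT116 as companion control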
HCT116 bCat-KO = beta-catenin-lacking colon tumor cell growth suppression; HCT116 beta-catenin knockout viability, CellTiter-Glo, 60 h; stronger effect = lower value; viability, % at 10 µM; 1.5% of 140,000 active;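 active = viability at or under a set limit, the compound median less 4 SD, cut at about 6% in these data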;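 note: 0% = Hyamine 1622 control at 20 µM and 100% = untreated cell control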
* marks the source's active call; other numbers are inactive results; / = no result given. Rows are unselected, and some 6.1% of all compounds hit somewhere here.

SMILES	BB579 growth dn	Measles CPE	Yeast lifespan up	NPY-Y2 antag	GALR2 antag	E-sel TNF inh	Phagocytosis inh	PTEN del growth	MRP-1 activ	HCT116 bCat-KO
CCCN(CCC)CCNC(=O)C(NS(=O)(=O)c1ccc2c(c1)CCC(=O)N2)c1ccccc1 (stereo unspecified)	-40	2	2	0	7	2	1	91	-0.5	90
N#Cc1nc(Cc2ccccc2)oc1NCCN1CCOCC1	5	20	-5	3	-3	/	1	93	-0.7	92
O=C(CSc1nnc(-c2ccc(F)cc2)o1)c1ccc2c(c1)OCCO2	-45	7	5	4	-5	-12	-1	104	-0.7	90
CCOC(=O)Nc1sc2c(c1C(=O)OCC)CCC2	-6	37	-14	0	-12	-3	-1	98	-0.5	89
CCc1ccccc1NC(=O)CC(O)(C(=O)OC)C(F)(F)F (stereo unspecified)	-16	21	-2	2	9	0	0	89	-1.1	97
CC12CCC(c3c(CO)nn(-c4ccccc4)c31)C2(C)C (stereo unspecified)	-38	1	-1	1	6	-19	1	94	-0.9	96
CC12CCC(C(=O)Nc3cccc(Cl)c3)(C(Br)C1=O)C2(C)C (stereo unspecified)	-19	33	-7	5	1	-5	0	74	0.0	73
CCCCOC(=O)Nc1ccc(S(=O)(=O)Nc2cc(C)nc(C)n2)cc1	23	2	0	0	-2	-15	0	108	-2.1	102
O=C(/C=C/c1ccccc1Cl)NCc1ccco1	-19	3	-11	2	-1	-5	-3	77	-3.0	78
CCOc1cc(C2NC(=O)NC(C)=C2C(C)=O)cc(Cl)c1OCC(=O)O (stereo unspecified)	6	3	-6	2	-6	-19	-2	88	-2.1	84
NS(=O)(=O)c1ccc(CCNC(=O)CSc2ccc(Cl)cc2)cc1	-47	6	7	2	-14	41	-6	91	-1.9	91
COCCCNc1nc2ccccc2nc1NS(=O)(=O)c1cccs1	-7	7	16	1	13	11	-1	105	-0.4	103
Cn1c(=O)cc(SCC(=O)NCCCN2CCN(c3ccc(F)cc3)CC2)c2ccccc21	-32	2	0	5	5	/	-3	83	-3.3	81
CC(NC(=O)c1ccccc1Br)c1nnc(SCc2ccc([N+](=O)[O-])cc2)n1C (stereo unspecified)	1	18	-7	0	-6	-58	-3	83	-3.2	85
O=C(COc1ccc(C(=O)c2ccccc2)cc1)NCc1ccc(F)cc1	-23	16	-4	8	-1	2	12	20	-2.3	22
Cc1cc(=O)n2nc(N3CCCC(C(=O)N4CCN(c5ccccc5)CC4)C3)sc2n1 (stereo unspecified)	-24	8	-14	4	3	/	-2	106	-1.0	97
CC(=O)OC[C@H]1O[C@@H](O/N=C(\C)CCN2CCCCc3nc(C)c(C)cc32)[C@H](OC(C)=O)[C@@H](OC(C)=O)[C@@H]1OC(C)=O	-41	6	4	2	-6	-19	/	97	-1.9	103
CCCCCC(=O)NC(=S)Nc1ccccc1C(=O)OC	-23	18	-26	7	-10	0	4	102	-2.2	98
O=C(c1ccco1)N(Cc1cc2ccccc2[nH]c1=O)CC1CCCO1 (stereo unspecified)	-25	5	-7	1	-2	12	-1	106	-2.2	96
c1cnc2ccc(C(c3nnnn3C3CCCCC3)N3CCCCC3)cc2c1 (stereo unspecified)	-12	18	/	9	9	15	/	86	-3.5	84
CCc1nc(SCC(=O)Nc2cc(C)on2)n[nH]1	-1	12	-7	2	9	16	-2	102	-0.8	88
CCOc1ccc(Nc2nc(Cl)nc(N3CCN(c4ccc(OC)cc4)CC3)n2)cc1	-34	18	-4	4	8	/	-3	46	1.2	49
CN(C)c1nc2c(c(=O)n(C)c(=O)n2C)n1Cc1ccccc1	0	30	-6	8	0	/	-1	88	-0.5	89
CCOc1ccc(C2C(C#N)=C(N)Oc3cc(C)n(CCN4CCOCC4)c(=O)c32)cc1OCC (stereo unspecified)	-20	6	-3	0	8	-18	-1	103	-1.9	114
O=C(NCc1ccco1)C(c1ccccc1)N(Cc1ccccc1)C(=O)Cn1nnc2ccccc21 (stereo unspecified)	-29	41*	/	6	-9	-5	/	81	-2.5	98
Nc1ccc(Br)cc1C(=O)O	-21	18	18	3	12	/	-2	104	0.3	102
CCOc1ccccc1/C=N/NC(=O)c1cccc(Cl)c1	-22	3	8	2	7	/	2	103	0.6	100
O=c1cc(-c2ccccc2)[nH]c2[nH]n(-c3ccccc3)c(=O)c12	-4	12	-9	0	-7	7	-1	103	0.3	86
CC(=O)NC(CCS(C)(=O)=O)C(=O)Nc1cc(Cl)ccc1Cl (stereo unspecified)	-7	9	-6	3	6	-4	0	103	-0.1	99
CC1CCN(S(=O)(=O)c2cccc(S(=O)(=O)N3CCOCC3)c2)CC1	13	-1	-5	-4	0	-12	2	84	-0.9	83

Compound profiles, as listed above. Order of values: BB579 growth dn | Measles CPE | Yeast lifespan up | NPY-Y2 antag | GALR2 antag | E-sel TNF inh | Phagocytosis inh | PTEN del growth | MRP-1 activ | HCT116 bCat-KO
`CCc1nc(SCC(=O)Nc2cc(C)on2)n[nH]1` in the list: -1 | 12 | -7 | 2 | 9 | 16 | -2 | 102 | -0.8 | 88
`CCOc1ccc(Nc2nc(Cl)nc(N3CCN(c4ccc(OC)cc4)CC3)n2)cc1` in the list: -34 | 18 | -4 | 4 | 8 | / | -3 | 46 | 1.2 | 49
`CCOc1ccc(C2C(C#N)=C(N)Oc3cc(C)n(CCN4CCOCC4)c(=O)c32)cc1OCC` (stereo unspecified) in the list: -20 | 6 | -3 | 0 | 8 | -18 | -1 | 103 | -1.9 | 114
`CCOc1ccccc1/C=N/NC(=O)c1cccc(Cl)c1` in the list: -22 | 3 | 8 | 2 | 7 | / | 2 | 103 | 0.6 | 100

Following part.
SMILES	BB579 growth dn	Measles CPE	Yeast lifespan up	NPY-Y2 antag	GALR2 antag	E-sel TNF inh	Phagocytosis inh	PTEN del growth	MRP-1 activ	HCT116 bCat-KO
O=c1c2cnn(-c3ccccc3)c2ncn1Cc1cccnc1	-27	20	-5	5	-5	/	/	84	-2.1	88
Cc1cccc(Cc2c(C)nc3c(C(=O)N4CCN(Cc5ccc6c(c5)OCO6)CC4)cnn3c2C)c1	-10	8	-30	11	-8	13	/	61	-3.8	61
CCOc1cc2c3c(c1)C1(C(=O)N3C(C)(C)C=C2C)C(C#N)=C(N)Oc2cc(O)ccc21 (stereo unspecified)	-38	3	-2	8	0	-3	-2	41	-4.4	49
CC(C)(C)NC(=O)c1ccncc1	-12	5	7	2	-6	2	1	111	0.0	99
CN(C)CCCC1(O)c2ccccc2C=Cc2ccccc21	-9	8	/	3	-8	16	/	87	-3.8	92
O=C(NNS(=O)(=O)c1ccccc1)c1cnn(-c2ccccc2)c1-n1cccc1	-65	8	-5	-2	-5	6	/	106	-0.1	109
Cn1c(SCC(=O)N2CCCCCC2)nc2c([nH]c3ccccc32)c1=O	-20	17	-1	6	6	/	-2	92	-5.2	85
CCC(=O)Nc1nnc(CSCc2ccc(F)cc2)s1	-41	8	-10	-1	-8	2	0	96	-1.0	101
Cc1nnc(SCC(=O)Nn2cnnc2)s1	-8	14	-4	2	8	-13	-1	103	-0.2	88
O=C(Nc1ccc(-c2cn3ccsc3n2)cc1)C1CC1	-10	16	-7	0	12	-10	0	85	-2.5	92
O=C(Nc1ccc(Cl)cc1)Nc1ccc(N2CCCC2)c(S(=O)(=O)Nc2ccccc2Cl)c1	-20	0	8	-3	1	11	-7	1.8*	-4.7	1.9*
Cc1ccc2cc(C)c3nnc(SCC(=O)Nc4nc5c(s4)CCCC5)n3c2c1C	-65	11	-3	2	-7	31	/	90	-1.1	91
O=[N+]([O-])c1ccccc1/C=N/n1c(C2CCCCC2)n[nH]c1=S	-37	11	-1	2	-4	-28	-8	90	-2.1	91
Cc1cc(=O)[nH]c2ccccc12	-35	4	-13	-2	-1	-45	/	92	-1.3	92
Cc1ccc(/C=N/Nc2nc(Cl)c(Cl)cc2Cl)s1	-21	17	-9	1	16	2	-1	95	-3.4	94

An excerpt of these results, with two lines to a compound:
Results follow in this order: BB579 growth dn | Measles CPE | Yeast lifespan up | NPY-Y2 antag | GALR2 antag | E-sel TNF inh | Phagocytosis inh | PTEN del growth | MRP-1 activ | HCT116 bCat-KO
> O=[N+]([O-])c1ccccc1/C=N/n1c(C2CCCCC2)n[nH]c1=S
    -37 | 11 | -1 | 2 | -4 | -28 | -8 | 90 | -2.1 | 91
> Cc1cc(=O)[nH]c2ccccc12
    -35 | 4 | -13 | -2 | -1 | -45 | / | 92 | -1.3 | 92
> Cc1ccc(/C=N/Nc2nc(Cl)c(Cl)cc2Cl)s1
    -21 | 17 | -9 | 1 | 16 | 2 | -1 | 95 | -3.4 | 94

(next part)
SMILES	BB579 growth dn	Measles CPE	Yeast lifespan up	NPY-Y2 antag	GALR2 antag	E-sel TNF inh	Phagocytosis inh	PTEN del growth	MRP-1 activ	HCT116 bCat-KO
COc1ccc(Cl)cc1-n1c(C)cc(C(=O)O)c1C	-79	13	12	2	-5	-4	0	96	0.1	98
CCn1c(SCC(=O)N2CCc3ccccc32)nnc1-c1c[nH]c2ccccc12	-68	3	20	-1	0	-13	-2	99	-1.7	89
CC(=O)N1CCC(=NNS(=O)(=O)c2ccc(C)c([N+](=O)[O-])c2)CC1	-47	5	-1	1	1	11	0	115	-0.5	97
NC(=O)C1CCN(C(=O)CN2C(=O)c3ccccc3S2(=O)=O)CC1	-40	3	-12	3	-4	-10	/	95	-0.8	83
COCCCNC(=O)COc1ccc(-c2nccc(-c3ccccn3)n2)cc1	-64	3	-12	2	8	-28	1	97	0.0	106
C=CCn1c(-c2ccoc2C)n[nH]c1=S	-36	6	-6	3	-7	0	1	108	0.9	114
